Screening results (PubChem BioAssay)
Anesthetic bind: candidate novel general anesthetic via apoferritin binding | P02791 | apoferritin/1-aminoanthracene competitive binding, fluorescence | Potency, µM (doses to about 77.5 µM), for the others: at the highest dose activity change, negative = displacement, most hits filed as inhibitors | 0.074% of 350,000 active | AID 485281; note: potency is the fitted concentration of half-maximal effect; % is set by controls: 0 for no effect and ±100 for the full control effect; nearly all actives have a fitted effect of over 20% in size
Target sequence (P02791 2-175 limits assumed): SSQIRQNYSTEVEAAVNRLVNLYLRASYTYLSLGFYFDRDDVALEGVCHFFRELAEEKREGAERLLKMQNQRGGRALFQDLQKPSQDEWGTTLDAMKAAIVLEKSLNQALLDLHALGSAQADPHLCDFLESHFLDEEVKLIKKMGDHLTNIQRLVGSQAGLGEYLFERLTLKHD
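Horse-spleen apoferritin (10 uM) in 50% saturated 1-aminoanthracene in PBS was incubated 10 min at room temperature with compound. Fluorescence (ex 380, em 535 nm) was normalized to free and bound 1-AMA, with concentration-response fitted by a four-parameter Hill equation.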
BLM inh: blocks DNA unwinding by human BLM helicase; P54132; recombinant BLM DNA unwinding, fluorescence dequenching; Potency, µM (titrated, usually from 56.1 µM), for inactives: at the highest dose activity change, negative = inhibition, most hits filed as inhibitors; 0.2% of 350,000 active; AID 2528;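 note: potency is the fitted concentration of half-maximal effect; plate controls were vehicle for no effect and no enzyme for full effect; nearly all actives have a fitted effect of over 35% in size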
RXFP1 antagonist: RXFP1 (human) relaxin receptor antagonism; activity change, negative = inhibition, % at 57.5 µM; Q9HBX9; 0.59% of 350,000 active; HEK293-RXFP1, relaxin-stimulated cAMP HTRF, 30 min; hits give low values;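 active = activity change of -60% or lower, but not beyond a set lower limit; inconclusive = change between -60% and -40%, or beyond the set limit; inactive = change above -40%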; note: % is set by controls: 0 for no effect and ±100 for the full control effect
Target sequence (Q9HBX9 whole entry, looked up): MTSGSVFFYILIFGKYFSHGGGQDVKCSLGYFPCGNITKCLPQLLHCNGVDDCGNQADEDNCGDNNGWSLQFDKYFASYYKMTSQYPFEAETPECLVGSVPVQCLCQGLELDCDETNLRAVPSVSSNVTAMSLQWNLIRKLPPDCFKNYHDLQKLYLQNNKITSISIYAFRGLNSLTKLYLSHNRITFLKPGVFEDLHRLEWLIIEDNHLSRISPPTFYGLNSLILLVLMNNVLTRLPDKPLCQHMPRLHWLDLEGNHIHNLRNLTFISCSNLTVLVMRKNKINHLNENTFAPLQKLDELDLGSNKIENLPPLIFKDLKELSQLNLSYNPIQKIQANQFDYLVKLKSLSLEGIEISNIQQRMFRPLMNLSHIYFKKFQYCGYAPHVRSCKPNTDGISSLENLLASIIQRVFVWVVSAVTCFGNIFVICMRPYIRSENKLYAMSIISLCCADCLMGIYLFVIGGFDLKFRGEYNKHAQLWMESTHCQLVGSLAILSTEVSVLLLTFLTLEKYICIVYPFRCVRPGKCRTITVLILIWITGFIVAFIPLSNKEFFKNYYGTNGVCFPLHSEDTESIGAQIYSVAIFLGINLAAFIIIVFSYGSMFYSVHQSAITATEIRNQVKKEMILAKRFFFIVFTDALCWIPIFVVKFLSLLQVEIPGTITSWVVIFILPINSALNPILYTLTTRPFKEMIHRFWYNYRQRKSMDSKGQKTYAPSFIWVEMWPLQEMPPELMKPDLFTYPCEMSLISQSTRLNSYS
Pol iota inh: DNA polymerase iota (human) inhibition | AID 588590 | 1% of 390,000 active | Potency, µM (highest dose often 115 µM), inactives show at the top dose activity, negative = inhibition, actives largely listed as inhibitors | Pol iota fluorescent replication assay, 10 min; note: potency is the fitted concentration of half-maximal effect
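Fluorescent replication assay read twice, at 0 min and 10 min after adding 50 nM (final) substrate. Enzyme (10 nM) and compounds were first incubated 15 min at room temperature; enzyme-free buffer wells were negative controls.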
APE1 inh: APE1 (human) endonuclease inhibition. Potency, µM (top dose mostly 65.8 µM), for the others: at the highest dose activity change, negative = inhibition, actives largely listed as inhibitors. P27695. 0.35% of 350,000 active. recombinant APE1, TAMRA/BHQ-2 abasic DNA cleavage fluorescence;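 note: potency is the fitted concentration of half-maximal effect; plate controls were vehicle for no effect and reference inhibitor for full effect; nearly all actives have a fitted effect of over 55% in size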
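Enzyme (0.75 nM final) and test compound are incubated 15 min at room temperature before adding 50 nM quenched THF abasic-site duplex. Cleavage dequenches TAMRA, followed at 525/598 nm over three reads one minute apart.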
Pol eta inh: DNA polymerase eta (human) inhibition; Q9Y253; recombinant Pol eta, fluorescent DNA replication assay; Potency, µM (series often up to 114 µM), without a hit: at the highest dose activity change, negative = inhibition, usual class: inhibitors; 1.2% of 390,000 active; AID 588591; note: potency is the fitted concentration of half-maximal effect; % is set by controls: 0 for no effect and ±100 for the full control effect
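Fluorescent replication assay: 50 nM final substrate added after a 15 min room-temperature compound preincubation with 10 nM enzyme. Signal taken at 0 min and again at 10 min.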
POLK inh: DNA polymerase kappa (human) inhibition; purified Pol kappa, fluorescent DNA synthesis assay, 10 min; 0.53% of 400,000 active; Q9UBT6; AID 588579; Potency, µM (series often up to 107 µM), without a hit: at the highest dose activity, negative = inhibition, hits mostly inhibitors; note: potency is the fitted concentration of half-maximal effect; % is set by controls: 0 for no effect and ±100 for the full control effect
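10 nM Pol kappa was preincubated with compounds for 15 min at room temperature. Reaction started with 50 nM (final) substrate. Fluorescence read kinetically at 0 and 10 min.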
POLB inh: inhibitors of human DNA polymerase beta; Pol beta primer extension/strand displacement, fluorescence kinetic; Potency, µM (titrated, usually from 114 µM), for inactives: at the highest dose activity change, negative = inhibition, actives largely listed as inhibitors; 1.3% of 340,000 active; note: potency is the fitted concentration of half-maximal effect; % is set by controls: 0 for no effect and ±100 for the full control effect
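Human Pol beta at 10 nM; strand-displacement substrate 50 nM final. Compound exposure 15 min at room temperature before start, reaction 10 min at room temperature.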
Tb PGK inh: inhibitors of T. brucei phosphoglycerate kinase | Potency, µM (series often up to 57.5 µM), inactives show at the top dose activity change, negative = inhibition, most hits filed as inhibitors | 0.043% of 380,000 active | P07378 | AID 602233 | PGK/GAPDH coupled, Kinase-Glo luminescence, 60 min; note: potency is the fitted concentration of half-maximal effect; % is set by controls: 0 for no effect and ±100 for the full control effect; nearly all actives have a fitted effect of over 60% in size
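Luminescent ATP detection (Kinase-Glo Plus) follows a 60-minute room-temperature incubation, with wells lacking PGK as controls. Buffer: 100 mM TEA (pH 7.6), 5 mM MgCl2, 0.01% Tween-20. Coupling enzyme GAPDH (100 nM final) supplies unstable 1,3-BPG in-well.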
An asterisk follows results filed as active; i = inactive; u = inconclusive; x = not tested or not shown; & = joins results of further samples; [ ] = another dose, or the depositor's remark. Unless noted, calls come from the whole dose curve; as a rule, active = well fitted curve in the direction sought with a large enough effect; inconclusive = small, poorly fitted or top-dose-only effect, or another doubt; inactive = no such curve, though single readings can be large; an effect the other way counts as inactive or inconclusive. These rows are one share of the data; the hit share may differ from the screen's.

SMILES | Anesthetic bind | BLM inh | RXFP1 antagonist | Pol iota inh | APE1 inh | Pol eta inh | POLK inh | POLB inh | Tb PGK inh
O=C(CCc1nc2ccccc2c(=O)[nH]1)Nc1ccc(N2CCCCC2)cc1 | -7% | 7% | -17 | 144%[activator] | 2% | -1% | -18% | -6% | -5%
COc1ccc(C2C(C#N)=C(N)N(c3cccnc3)C3=C2C(=O)CCC3)cc1Cn1cc([N+](=O)[O-])cn1 (stereo not given) | -13% | -11% | -13 | 19% | -6% | -2% | -4% | 16% | -3%
COC(=O)CSc1nc(N)nc(C)c1Cl | -6% | 1% | 1 | 33%[activator] | -4% | -2% | -7% | 0% | i
CC(=O)c1cc2c(cc1F)C(C)(C)CCC2(C)C | x | x | -10 | 54%[activator] | x | -13% | 0% | x | -2%
CCCCOCC(O)CN1CCN(C(C)=O)CC1 (stereo not given) | 2% | -3% | -8 | 9% | -3% | 1% | -2% | 10% | -3%
COc1ccc(CCN(C)CCCN2CC(c3ccccc3)CC2=O)cc1OC (stereo not given) | -4% | -3% | -5 | 95%[activator] | 28% | 10% | -11% | 5% | -2%
Cc1ccc(NC(=O)CCOc2ccccc2)cc1S(=O)(=O)Nc1ccccc1Cl | -16% | -8% | -6 | 105%[activator] | -9% | -21% | -23% | -1% | -2%
Cc1nccn1CCCNC(=O)c1nc(Cn2cc([N+](=O)[O-])cn2)no1 | 5% | 2% | 9 | 129%[activator] | -3% | -7% | 1% | 55% | 7%
O=C1Cc2ccccc2C(=O)N1Cc1cccc(Cl)c1 | -12% | -14% | -11 | 224%[activator] | 12% | -21% | -3% | 78% | -5%
CCN1CCN(Cc2cccc(Oc3ccc(Cl)cc3)c2)CC1 | -18% | 3% | -17 | u | -3% | -6% | -10% | 5% | x
Cc1cc(C)cc(N2C(N)=NC(N)=NC2c2ccccc2F)c1 (stereo not given) | -6% | -2% | -4 | 8% | 39% | -5% | 13% | 3% | -10%
CC(C)Sc1nc2ccc(Br)cc2[nH]1 | u | -5% | -3 | -13% | 2% | -7% | 3% | 32% | -10%
Clc1ccc(CSc2cnnc3ccccc23)cc1Cl | x | x | -2 | 4% | x | -8% | -4% | x | 3%
O=C(c1ccc(CNc2c(N3CCOCC3)c(=O)c2=O)cc1)N1CC=C(c2ccccc2)CC1 | -8% | -4% | x | u | 24% | -12% | -5% | 4% | -5%
N#CC12CCCCC1CC1CCCCC1(C#N)N2N (stereo not given) | -5% | -5% | -12 | 160%[activator] | u | -11% | -8% | 22% | -8%
Cc1ccc(-c2nn(-c3ccccc3)cc2C(=O)NC2CCC(O)CC2)cc1 (stereo not given) | x | x | 4 | -2% | 28% | -16% | 3% | x | -2%
CCCc1cc2c(OC(=O)CC)c(-c3ccc(C(=O)OCC)o3)c(=O)oc2cc1OC | 83%[activator] | -4% | -16 | 38%[activator] | -3% | u | -10% | 2% | -4%
COc1ccc(C(=O)CSc2nnc(-c3ccco3)n2C)cc1 | -18% | 3% | -10 | 7% | -2% | -1% | -6% | 25% | i
Cc1noc(C)c1COc1ccccc1C(=O)NCCOc1ccccc1 | x | x | -4 | 9% | 35%[activator] | -19% | -8% | x | -4%
Cc1cccc(S(=O)Cc2ccc(C(=O)NC3CCN(Cc4ccccc4)CC3)o2)c1 (stereo not given) | -12% | 2% | -18 | u | 55% | -23% | -3% | -2% | -4%
O=C(Nc1ccc(F)c(Cl)c1)N1CCC(CN2CCOCC2)CC1 | -8% | 3% | 4 | 23% | x | -18% | -5% | 18% | i
COc1ccc(N2C(=O)C3CCCN3C2c2cccc(OC)c2)cc1 (stereo not given) | -5% | 2% | -9 | 17% | 2% | -5% | -1% | 3% | 11%
NS(=O)(=O)c1ccc(CCNCc2cccnc2)cc1 | 2% | 3% | 7 | -12% | 6% | -7% | 9% | 22% | -3%
COc1ccc(-n2nnc3c(=O)n(Cc4cccc(C)c4)cnc32)cc1 | -21% | -3% | -1 | 16% | 12% | -5% | -16% | 12% | 3%
CCOC(=O)C1CCN(C(=O)Nc2ccc(Cl)cc2Cl)CC1 | 2% | 0% | -10 | 32% | -1% | -3% | 10% | -10% | -6%
O=C(CN1CCN(Cc2ccc(F)cc2)C1=O)NCc1ccc(F)cc1 | -3% | 0% | -9 | 8% | x | -10% | -5%[60.1 µM] | 1% | i
CCOc1ccc2nc(NCCNC(=O)C(C)(C)C)c(C)cc2c1 | -11% | 1% | -9 | 59%[activator] | 1% | -22% | 3% | 10% | i
NS(=O)(=O)c1ccc(NC(=O)c2ccc(S(=O)(=O)N3CCc4ccccc43)cc2)cc1 | -7% | -12% | -11 | u | -11% | -21% | 0% | 0% | -5%
O=C(Cc1csc(-c2cccc(Cl)c2)n1)Nc1cccc(S(=O)(=O)NC2=NCCC2)c1 | x | x | -12 | 31%[activator] | 20% | -11% | -1% | x | 0%
Cc1ccccc1C(=O)NNC(=O)C1CC(=O)N(Cc2ccccc2)C1 (stereo not given) | x | x | -3 | 3% | -1% | -8% | -8% | x | -5%
COc1ccc(C2C(C(=O)c3cccs3)=C(O)C(=O)N2Cc2cccnc2)cc1OC (stereo not given) | -23% | -3% | 18 | 58%[activator] | 15% | -1% | 0% | 1% | 21%
O=C(CSC1=NCCS1)N1CCOCC1 | -6% | -2% | -3 | 1% | -3% | -5% | -2% | 17% | -3%
Cc1cc(=O)[nH]c(SCC(=O)NC2CCCCCCC2)n1 | x | x | -3 | 25% | 23% | -18% | -12% | x | i
NC(=O)C1CNc2ccccc2O1 (stereo not given) | -12% | -5% | 5 | 12% | 15% | -4% | -13% | 27% | 1%
O=C(Cc1ccc([N+](=O)[O-])cc1)Nc1ccc(C(=O)N2CCOCC2)cc1 | -11% | -4% | x | 20% | -1% | -5% | 17% | 20% | i
COC(=O)c1ccc(C2=NOC(C)(c3nnc(-c4cccc(Cl)c4)o3)C2)cc1 (stereo not given) | x | x | x | 11% | x | -23% | -8% | x | 9%
CCOc1ccc(-c2nnc(SCC(=O)N3CCNC3=O)o2)cc1 | x | x | 3 | -6% | 28% | -23% | 5% | x | -5%
CCC(C(=O)NC1C(=O)N2C(C(=O)O)=C(CSc3nnc(C)s3)CSC12)c1ccccc1 (stereo not given) | x | x | 3 | -27% | 9% | u | -29% | x | -5%
CC(=O)C[C@H](O)CC(=O)[C@H]1OC(=O)[C@@H](C)C/C=C\Cc2ccccc21 | x | x | x | 20% | 14% | -13% | -3% | x | i
COCCCNC(=O)Cn1cc(/C=C(\C#N)C(=O)N2CCN(c3ccccc3)CC2)c2ccccc21 | -9% | 4% | 28 | -9% | 5% | -16% | -17% | 2% | -3%

Overlap with the part before: three entries; new compounds follow.
SMILES | Anesthetic bind | BLM inh | RXFP1 antagonist | Pol iota inh | APE1 inh | Pol eta inh | POLK inh | POLB inh | Tb PGK inh
CCC(C(=O)NC1C(=O)N2C(C(=O)O)=C(CSc3nnc(C)s3)CSC12)c1ccccc1 (stereo not given) | x | x | 3 | -27% | 9% | u | -29% | x | -5%
CC(=O)C[C@H](O)CC(=O)[C@H]1OC(=O)[C@@H](C)C/C=C\Cc2ccccc21 | x | x | x | 20% | 14% | -13% | -3% | x | i
COCCCNC(=O)Cn1cc(/C=C(\C#N)C(=O)N2CCN(c3ccccc3)CC2)c2ccccc21 | -9% | 4% | 28 | -9% | 5% | -16% | -17% | 2% | -3%
CCN(c1ccccc1C)S(=O)(=O)c1ccc(N2CCCCS2(=O)=O)cc1 | 124%[activator] | -5% | 8 | 11% | x | -3% | -6%[60.1 µM] | 20% | i
CCN(CC)CC(=O)c1c[nH]c2ccc(OC)cc12 | -18% | -6% | -3 | 49%[activator] | 0% | -11% | -2% | 5% | 7%
O=[N+]([O-])c1ccc(Cl)c(/C=N/N2CCN(C3c4ccccc4-c4ccccc43)CC2)c1 | -12% | 0% | 3 | 7% | 3% | -13% | -7% | 2% | 11%
CCn1c(C)nc2cc(C(=O)n3cc(C(=O)c4cc(F)ccc4O)cn3)ccc21 | -9% | 1% | x | x | 1% | x | x | -27% | x
COC(=O)c1ccc(CNC(=O)c2ccc(COc3ccccc3)cc2)cc1 | 0% | 1% | -4 | 17% | 4% | -12% | 4% | -16% | i
NCCCC[C@H](NC(=O)[C@H](Cc1c[nH]c2ccccc12)NC(=O)[C@H](CC(=O)O)NC(=O)[C@H](Cc1cnc[nH]1)NC(=O)[C@H](CO)NC(=O)[C@H](Cc1c[nH]c2ccccc12)NC(=O)[C@H](Cc1cnc[nH]1)NC(=O)[C@@H]1CCC(=O)N1)C(=O)N1CCC[C@H]1C(=O)NCC(N)=O | 1% | -2% | x | x | -1% | x | -10%[60.1 µM] | x | x
CSc1cccc(NS(=O)(=O)c2ccc3c(c2)CCN3C(C)=O)c1 | -15% | 0% | 7 | -16% | 5% | -3% | 0%[60.1 µM] | 2% | 0%
S=C(Nc1ccc(Br)cc1)N1CCCC1 | -6% | 0% | -23 | 12% | 9% | -14% | -3% | 13% | i
CCc1ccccc1NC(=O)Cn1c(=O)ccc2cc(S(=O)(=O)N3CCC(C)CC3)ccc21 | -2% | -2% | x | -6% | x | -7% | -1%[60.1 µM] | 1% | -8%
CC(C)(C=O)Cc1cc(C(C)(C)C)c(O)c(C(C)(C)C)c1 | x | -9% | x | u | -6%&11%&-3% | 3% | -16%[60.1 µM] | 11%[57.1 µM] | -9%
C=C1C(O)C[C@@H](C(C)C)N(CC(C)C)S1(=O)=O (stereo not given in full) | x | x | x | 13% | x | -4% | 4% | x | -9%
CCC1(c2ccccc2)NC(=O)N(CC(=O)N(C)CC(=O)Nc2ccc(F)c(F)c2F)C1=O (stereo not given) | x | x | -4 | 28% | -3% | -9% | -10% | x | 5%
NS(=O)(=O)c1ccc(NC2=CC(c3ccc([N+](=O)[O-])cc3)N(c3ccc(S(N)(=O)=O)cc3)C2=O)cc1 (stereo not given) | -4% | -5% | -1 | u | 7% | 5% | -8% | 6% | 5%
